Assay outcomes from PubChem.
TLR4 MyD88 comp – inhibitors of TLR4-MyD88 association in cells, primary screen, cell-based, HeLa CL3-4, BLA complementation, FRET ratio. HeLa CL3-4 TLR4/MyD88 BLA complementation. Toll-like receptor 4 (Homo sapiens) + Myeloid differentiation primary response protein …. actives 0.18% (n = 200,000). inhibition, % at 8.4 µM. AID 861, 2007; in the data active means inhibition above about 25%;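 further: 0% = vehicle and 100% = reference inhibitor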
Target sequence (O00206 whole entry, looked up): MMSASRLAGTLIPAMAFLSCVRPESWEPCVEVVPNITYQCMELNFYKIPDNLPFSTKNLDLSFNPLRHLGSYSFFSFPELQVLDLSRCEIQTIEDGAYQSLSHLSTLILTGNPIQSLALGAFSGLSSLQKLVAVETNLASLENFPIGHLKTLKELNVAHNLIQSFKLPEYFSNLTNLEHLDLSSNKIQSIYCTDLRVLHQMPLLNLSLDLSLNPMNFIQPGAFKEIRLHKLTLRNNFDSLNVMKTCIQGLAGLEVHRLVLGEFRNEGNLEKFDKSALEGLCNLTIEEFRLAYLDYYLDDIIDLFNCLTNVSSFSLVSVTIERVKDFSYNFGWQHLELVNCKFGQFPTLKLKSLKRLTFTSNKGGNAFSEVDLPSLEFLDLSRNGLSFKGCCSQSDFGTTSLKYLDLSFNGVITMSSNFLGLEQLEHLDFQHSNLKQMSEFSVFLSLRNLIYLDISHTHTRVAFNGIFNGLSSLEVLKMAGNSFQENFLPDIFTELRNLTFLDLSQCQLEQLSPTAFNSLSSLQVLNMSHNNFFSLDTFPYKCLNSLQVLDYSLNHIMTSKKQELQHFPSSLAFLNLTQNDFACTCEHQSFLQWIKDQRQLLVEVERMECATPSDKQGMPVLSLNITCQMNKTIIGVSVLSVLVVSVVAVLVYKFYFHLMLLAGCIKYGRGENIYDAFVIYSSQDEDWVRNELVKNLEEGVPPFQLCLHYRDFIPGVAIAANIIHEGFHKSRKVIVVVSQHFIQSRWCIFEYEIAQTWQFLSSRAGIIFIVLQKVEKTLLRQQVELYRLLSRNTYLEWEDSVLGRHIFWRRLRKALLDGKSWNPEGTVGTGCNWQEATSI
Target sequence (Q99836 whole entry, looked up): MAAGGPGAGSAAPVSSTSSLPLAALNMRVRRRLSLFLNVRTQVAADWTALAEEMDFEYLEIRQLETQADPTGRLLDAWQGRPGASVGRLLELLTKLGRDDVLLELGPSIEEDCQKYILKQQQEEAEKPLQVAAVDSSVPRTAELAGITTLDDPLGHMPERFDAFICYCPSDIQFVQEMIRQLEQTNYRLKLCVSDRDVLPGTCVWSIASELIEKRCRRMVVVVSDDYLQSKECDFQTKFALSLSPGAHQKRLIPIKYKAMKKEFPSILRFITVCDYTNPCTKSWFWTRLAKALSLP
Diaphorase act – compounds boosting diaphorase resazurin reduction – biochemical, uHTS, resorufin fluorescence, counter-screen for diaphorase-coupled primary assays, primary screen; Diaphorase/resazurin coupled assay, 16 min; hits give high values; 1 = vehicle wells, 0 = NADH-free wells; activation factor at 20 µM; actives 0.005% (n = 190,000);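 active means diaphorase activity raised at least twofold by the compound at 20 µM; inactive means activation factor below 2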
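System – purified diaphorase enzyme from Clostridium kluyveri · Input – enzyme 0.07 U/mL final · Also added – final NADH 0.114 mM, resazurin 0.1 mM · Measured by – fluorescence of resorufin, 544 nm excitation, 590 nm emission · Timing – 16 min enzyme reaction, ambient temperature · Measure – resorufin increase flagging diaphorase activators or reducers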
G6PDH counter – L. mesenteroides G6PDH inhibitors, counter-screen for G6PDH-coupled screening assays, biochemical, Leuconostoc mesenteroides enzyme. inhibition, % at 5 µM. Purified L. mesenteroides G6PDH, diaphorase/resazurin coupled fluorescence, 45 min. actives 0.12% (n = 200,000). glucose-6-phosphate dehydrogenase [Leuconostoc mesenteroides]
RAM network inh – inhibitors of the yeast RAM network, primary screen, dse1pr::URA3 reporter, 5-FOA selection; S. cerevisiae dse1pr::URA3 reporter, 5-FOA growth OD615, 2 d; analog-sensitive cbk1-as2 kinase mutant strain; AID 868, 2007; inhibition, % at 50 µM; actives 1.8% (n = 190,000);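 active means inhibition above a set limit, 3 SD over mean compound inhibition, cut at about 8.4% in these data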;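 further: 0% = DMSO-only wells with no growth and 100% = 10 µM 1-NA-PP1 full growth; inhibition rescues growth on 5-FOA so higher OD means more RAM inhibition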
PMI activator – activators of human PMI, primary screen, biochemical, fluorescence intensity, near-Km mannose 6-phosphate; actives 0.005% (n = 190,000); activation factor at 20 µM; purified human PMI, coupled resazurin fluorescence, 20 min; hits give high values; 1 = vehicle control, 0 substrate-free wells; AID 1214, 2008;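 active means activation factor of 2 or more at 20 µM, relative to plate controls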
PMI act hi M6P – human PMI activators, high substrate, primary screen, biochemical, fluorescence intensity, near-saturating mannose 6-phosphate; Mannose-6-phosphate isomerase (Homo sapiens), P34949; coupled PMI enzyme assay, resazurin fluorescence, 20 min; hits give high values; 1 = untreated enzyme, 0 = substrate-free blank; activation factor at 20 µM; actives 0.34% (n = 190,000); AID 1216, 2008;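 active means activation factor of 2 or more at 20 µM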
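assay system = human phosphomannose isomerase with PGI, G6PDH, diaphorase coupling enzymes | quantity = 15 ng/mL PMI | incubation = enzyme reaction with compound 20 min at room temperature | medium = HEPES pH 7.4 buffer with MgCl2 and Tween-20 | compound dosing = one concentration, 20 µM, in 1% DMSO | measured by = Diaphorase-driven resazurin-to-resorufin fluorescence, excitation 544, emission 590 nm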
L major viab – Leishmania major promastigote growth inhibition, primary screen; AID 1063, 2008; actives 9% (n = 200,000); inhibition, % at 10 µM; Leishmania major promastigotes, resazurin fluorescence viability;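 further: promastigotes grown with compound for 44 hours at 28 °C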
Redox H2O2 prof – compounds producing H2O2 with reducing agent – biochemical, NIH compound library profiling, artefact control for MLSCN library redox annotation, primary screen | DTT-dependent redox cycling H2O2, phenol red/HRP absorbance; 100% = 100 µM peroxide control, 0% = buffer | activation, % at 10 µM | actives 0.03% (n = 200,000) | AID 878, 2007;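 active means activation of at least 50% relative to the plate's high and low controls in the primary single-dose screen; inactive means activation below 50%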;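 further: compound incubated with DTT at 0.8 mM final as the reducing agent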
Diaph inh CS – diaphorase inhibitors and chemical oxidizers, primary screen, counter-screen for diaphorase-coupled primary assays, biochemical, uHTS, resorufin fluorescence; AID 1217, 2008; diaphorase resazurin-to-resorufin fluorescence, NADH, 16 min; bacterial (C. kluyveri) enzyme, not human; inhibition, % at 20 µM; actives 0.69% (n = 190,000);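 active means primary screen inhibition at 20 µM above a set limit, cut at about 50% in these data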;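 further: plate controls were DMSO with full reaction for no effect and wells lacking NADH for full effect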
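Benchmarks: positive control wells lacking NADH, neutral wells with DMSO only. System: bacterial diaphorase enzyme (C. kluyveri). Input: 0.14 U/mL diaphorase, enzyme working solution. Detection: resorufin fluorescence, excitation 544 nm, emission 590 nm. Times: 16-min room-temperature incubation before reading.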
Hsp70 act – Hsp70 transcriptional activators, primary screen, cell-based, HeLa, Hsp70 promoter luciferase, luminescence, 10 µM; activation, % at 10 µM; HeLa Hsp70 promoter luciferase reporter; scaled: vehicle 0, proteasome-inhibitor control 100%; actives 0.04% (n = 200,000);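 active means activation above the mean across all tested compounds plus 3 SD, cutoff set per campaign, cut at about 5.5% in these data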;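 further: 100% = MG132 at 30 µM as the positive control and 0% = DMSO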
S1P3 antagonist – S1P3 receptor antagonists, primary screen, cell-based; actives 0.27% (n = 170,000); AID 485, 2006; inhibition, % at 4.98 µM; CHO S1P3 NFAT-BLA reporter, FRET fluorescence, antagonist mode; Sphingosine 1-phosphate receptor 3 (Homo sapiens), Q99500;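 active means inhibition above the plate cutoff, the mean inhibition of test wells on that plate plus 3 SD, cut at about 28% in these data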;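 further: cells challenged with S1P at its EC80 of 0.8 µM; blue over green emission ratio from cleaved BLA substrate after 4 h stimulation; 0% = S1P-stimulated wells and 100% = unstimulated DMSO-only wells; some compounds past the cut are filed as inactive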
The depositor's hits bear a star; . = no result given. Unless noted, no stated cut-off is given here; in the data, active means inhibition above about 50%; inactive means the rest.

Preview (4 entries):
SMILES	TLR4 MyD88 comp	Diaphorase act	G6PDH counter	RAM network inh	PMI activator	PMI act hi M6P	L major viab	Redox H2O2 prof	Diaph inh CS	Hsp70 act	S1P3 antagonist
COc1ccc(NC(=O)C/C(C)=N/NC(=O)C(=O)NC2CCCCC2)c(OC)c1	-7	0.8	4	1.1	1	0.8	-3	-0.4	16	-0.3	9
CCOC(=O)N1CCC(NC(=O)c2ccc(OC)c(CN3CC(=O)N4CCCC4C3=O)c2)CC1 (stereo unspecified)	1	0.9	12	2.2	0.9	1	-4	0.6	8	0.1	.
CC(=O)c1cccc(N2Cc3ccccc3C2=NC(=O)CCl)c1	-8	1.1	12	2.7	1.4	1.3	7	-0.5	-10	-0.1	-16
CCn1nc(C(=O)NNC(=O)COc2ccc(OC)cc2)c2ccccc2c1=O	-4	1	0	-0.3	1.1	1.1	-7	-0.3	4	-0.4	1

Results (from the top)
SMILES	TLR4 MyD88 comp	Diaphorase act	G6PDH counter	RAM network inh	PMI activator	PMI act hi M6P	L major viab	Redox H2O2 prof	Diaph inh CS	Hsp70 act	S1P3 antagonist
COc1ccc(NC(=O)C/C(C)=N/NC(=O)C(=O)NC2CCCCC2)c(OC)c1	-7	0.8	4	1.1	1	0.8	-3	-0.4	16	-0.3	9
CCOC(=O)N1CCC(NC(=O)c2ccc(OC)c(CN3CC(=O)N4CCCC4C3=O)c2)CC1 (stereo unspecified)	1	0.9	12	2.2	0.9	1	-4	0.6	8	0.1	.
CC(=O)c1cccc(N2Cc3ccccc3C2=NC(=O)CCl)c1	-8	1.1	12	2.7	1.4	1.3	7	-0.5	-10	-0.1	-16
CCn1nc(C(=O)NNC(=O)COc2ccc(OC)cc2)c2ccccc2c1=O	-4	1	0	-0.3	1.1	1.1	-7	-0.3	4	-0.4	1
Cn1cc(C(=O)N/N=C/c2cccc(O)c2)ccc1=O	2	1	4	3.0	1	0.9	-6	5.7	3	-0.1	-9
CC(=O)Nc1ccc(C(=O)OCC(=O)c2cccc([N+](=O)[O-])c2)cc1	-3	0.8	17	1.5	1	1	-8	0.5	16	0.1	-1
Cn1c(SCC(=O)Nc2ccc(N3CCOCC3)cc2)nnc1-c1ccccc1	0	0.9	6	1.8	0.9	1	-1	1.2	11	-0.4	0
Cc1ccc2cc(CCNS(=O)(=O)c3ccc(F)cc3)c(=O)[nH]c2c1	-7	0.8	-11	2.0	0.9	0.9	-3	-0.3	16	0.0	5
CCc1ccc(NC(=O)CSc2nnc(Cc3cccn3C)n2-c2ccc(OC)cc2)cc1	-11	0.8	-8	3.9	0.9	1	32	-0.4	19	-0.1	-7
CCOC(=O)C(=O)Nc1ccc(S(=O)(=O)N2CCOCC2)cc1OC	1	0.9	-1	-0.7	1	1.1	-4	0.0	6	-0.2	.
Cc1oc(-c2cccc(C(F)(F)F)c2)nc1CN1CCN(c2ccccn2)CC1	-3	0.8	6	0.5	0.9	0.8	-3	-0.1	24	0.0	-10
CCOC(=O)c1cc(CC)sc1NC(=O)c1cc(OCC)c(OCC)c(OCC)c1	-8	0.8	2	10*	0.9	0.9	7	1.7	15	0.0	.
CCCCNC(=O)CCC(=O)Nc1ccc2nc(N3CCCCC3)cc(C)c2c1	2	0.8	7	1.8	0.9	0.8	7	-0.1	15	-0.3	-7
CCOCc1nnc(NC(=O)COC)s1	-8	1.1	7	0.9	1.1	1.2	-5	-1.3	-14	0.0	-3
N#CC1CN(C(c2ccccc2)c2ccccc2)C1	-12	1	2	-0.4	1.2	1	0	-0.2	0	0.1	-13
CSc1nc(N(C)C)nc(N(C#N)CCOC(C)=O)n1	2	1	4	0.5	1.2	1.1	1	-0.1	2	-0.2	5
COC(=O)CCSc1cc([N+](=O)[O-])cc2c1c(C1OCCO1)nn2-c1ccccc1	4	0.8	-13	14*	0.9	0.8	-2	-0.1	18	0.1	-4
COc1ccccc1NS(=O)(=O)/C=C/c1ccccc1	-4	0.9	-3	1.0	0.9	1	25	-0.5	5	-0.2	-1
Cc1nc(C)c(C(=O)Nc2ccc(C)c(F)c2)o1	-1	1.1	16	0.0	1.1	1.2	-8	0.6	-6	0.2	-11
CCN(CC)c1ccc(/C=N\NC(N)=O)cc1	2	0.9	-4	1.1	0.9	0.9	-2	-0.3	10	-0.4	-11
CCCc1nc([N+](=O)[O-])c(S(=O)(=O)c2ccccc2)n1CC(C)C	12	1	6	0.3	1	1	95*	-0.2	0	-0.3	1
CC1CN(c2cc(-c3ccccc3)c3ccccc3n2)CC(C)O1 (stereo unspecified)	1	0.9	-5	2.2	0.9	0.9	100*	0.1	15	-0.3	.
COc1ccc(OCCOCC(O)CN2CCOCC2)cc1 (stereo unspecified)	9	0.8	6	1.7	0.9	0.9	-4	2.1	17	-0.3	-12
CN(C)/C=C1\C(=O)Nc2ccccc21	-2	0.9	1	-0.8	0.9	0.9	-4	-0.3	12	-0.1	.
CC(=O)C1=C(C)N(Cc2ccccc2)C(=O)N[C@H]1CCc1ccccc1	1	0.9	5	0.3	1	1.1	2	0.5	6	-0.1	-7
CCN1C(=O)/C(=C2/C=Cc3ccccc3N2C)OC1=S	-10	1	5	2.7	1	1.1	-4	0.1	0	0.1	.
Cc1cccc(NC(=O)c2ccc(NCC3CCCO3)c([N+](=O)[O-])c2)c1 (stereo unspecified)	0	1	9	0.9	1	1	-3	0.3	5	-0.2	23
O=C(O)CCN1C(=O)/C(=C/c2ccc(-c3nc4ccccc4s3)o2)SC1=S	-6	0.5	3	3.6	0.7	0.5	-9	-2.9	49	0.0	.
Nc1c(C(=O)NCc2ccccc2)c2nc3ccccc3nc2n1CCCN1CCOCC1	-22	0.8	6	1.4	0.8	0.5	41	0.6	24	-0.3	-17
COc1ccc(CNC(=O)c2sc(=S)n(-c3ccc(OC)cc3)c2N)cc1	-8	0.8	-1	2.8	1	1	-3	-0.7	19	-0.3	.
O=C(NC1CC2CCC(C1)N2C(=O)NC1CCCCC1)NC12CC3CC(CC(C3)C1)C2 (stereo unspecified)	6	1	14	-0.8	1.2	1	21	-0.3	3	-0.3	-8
O=C(COc1ccccc1Cl)Nc1ccc(CN2CCCCC2)cc1	-11	1	11	5.2	1	1	5	0.1	4	-0.2	3
Brc1ccc(Nc2nc(-c3cccnc3)cs2)cc1	-8	1	-5	0.6	1.2	1.1	26	0.5	-1	0.4	6
O=C(COc1ccc(-c2nnco2)cc1)NC1CCCc2ccccc21 (stereo unspecified)	13	0.9	6	0.4	1.1	1.1	5	-0.5	6	-0.3	21
CCOCCCNC(=O)c1ccc(CS(=O)(=O)Cc2ccc(C)cc2)o1	-4	0.9	13	1.8	1.2	1	-3	1.7	7	-0.3	-6
NC(=O)c1ccc(N2CCN(S(=O)(=O)c3ccccc3)CC2)c([N+](=O)[O-])c1	-6	0.9	-4	6.2	0.9	0.9	-5	-0.3	14	0.0	16
CC(C)(C)C(=O)Oc1cc(N)n(S(=O)(=O)c2ccc(F)cc2)n1	-5	1	0	0.1	1	1.1	-1	-3.2	2	0.0	22
O=C(Nc1ccc([N+](=O)[O-])cc1)c1cn(-c2ccccc2)nc1-c1cc2ccccc2o1	-9	1	6	2.7	0.9	1.1	56*	0.3	-2	-0.4	10
CCOC(=O)Cn1nc(C)n(-c2ccccc2)c1=O	0	1	6	-0.3	1.1	1.1	-4	3.2	-5	-0.5	.
Cc1cc(C)nc(SCCS(=O)(=O)Cc2ccccc2)n1	-7	0.9	0	0.3	0.9	1	5	2.6	14	0.0	16
O=C(NCc1cccs1)C1CCN(C(=O)NCc2ccccc2)CC1	-5	0.9	-1	-0.7	1	1	-3	0.5	10	-0.1	.
CCc1nnc(NC(=O)c2ccc(OC)cc2OC)s1	-11	1	2	1.1	1	1	40	-1.7	-5	-0.5	-19
CC1CC(C)(C)NC(=S)N1CCCC(=O)Nc1ccc2c(c1)OCCO2 (stereo unspecified)	9	0.9	7	0.1	1	0.8	-5	-2.5	12	-0.2	11
CCCCCCCC#Cc1ccccc1/C=N/S(=O)c1ccc(C)cc1 (stereo unspecified)	3	0.9	3	-0.7	1	1.4	-3	1.0	12	-0.3	-16
O=C(COC(=O)c1ccccn1)Nc1cc(Cl)ccc1Cl	12	0.8	-18	0.3	1	1.1	-6	-2.3	15	0.3	2
CC(=O)N1C(=O)N(C)C2C1N(C(C)=O)C(=O)N2C (stereo unspecified)	20	1	5	1.6	1	1	-7	0.1	3	-0.1	-16
CN(C)/C=C/C(=O)c1nnn(C2CCCCC2)c1NC1CCCCC1	-3	1	6	-0.6	1	0.9	1	-0.2	2	-0.3	15
COC(=O)CN1C(=S)N(c2ccccc2)C(=O)C1CC(=O)Nc1ccc(Cl)cc1 (stereo unspecified)	-9	0.8	10	0.5	0.8	0.8	50*	0.4	25	-0.1	1

Compounds as they come, and some 12% of all compounds hit somewhere here.
